ALOX12 inh – inhibitors of human 12S-lipoxygenase ALOX12 | P18054 | purified 12hLO, xylenol orange hydroperoxide absorbance | Potency, µM (top dose mostly 108 µM), without a hit: top-dose activity change, negative = inhibition, hits mostly inhibitors | 580,000 compounds, 1.1% hits | AID 1671190; active = well fitted inhibition curve with a large enough effect; inconclusive = small, poorly fitted or top-dose-only effect, or another doubt; inactive = no such curve, though single readings can be large or run the other way
Target sequence (P18054 whole entry, looked up): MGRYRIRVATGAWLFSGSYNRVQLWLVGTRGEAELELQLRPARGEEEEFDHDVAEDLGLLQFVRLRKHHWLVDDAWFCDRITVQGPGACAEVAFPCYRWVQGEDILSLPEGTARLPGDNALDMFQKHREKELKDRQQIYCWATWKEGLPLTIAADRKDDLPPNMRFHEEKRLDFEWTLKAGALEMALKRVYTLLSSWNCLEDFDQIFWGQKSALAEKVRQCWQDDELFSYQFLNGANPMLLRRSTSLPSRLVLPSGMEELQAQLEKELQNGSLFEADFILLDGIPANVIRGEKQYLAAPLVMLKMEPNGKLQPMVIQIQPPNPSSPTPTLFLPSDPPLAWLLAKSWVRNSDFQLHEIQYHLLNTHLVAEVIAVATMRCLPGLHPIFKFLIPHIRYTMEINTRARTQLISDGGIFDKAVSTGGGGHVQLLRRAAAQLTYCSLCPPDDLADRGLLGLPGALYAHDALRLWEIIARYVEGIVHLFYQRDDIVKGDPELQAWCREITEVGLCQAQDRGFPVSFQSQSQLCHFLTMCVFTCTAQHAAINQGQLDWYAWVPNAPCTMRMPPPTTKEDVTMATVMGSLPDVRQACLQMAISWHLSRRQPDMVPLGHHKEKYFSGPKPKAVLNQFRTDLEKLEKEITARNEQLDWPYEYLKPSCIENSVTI
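Purified human 12hLO at 150 nM in 25 mM Hepes, 0.01% Triton X-100, pH 7.0, preincubated 15 min at room temperature with compound. Reaction started with 40 uM arachidonic acid, 30 min at room temperature. Hydroperoxide measured by Fe-xylenol orange, 573/405 nm absorbance ratio.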
Active calls of the source: *; ? = inconclusive; [ ] = remark or other dose. % is scaled to controls: 0 for no effect and ±100 for the full control effect; potency is read from the fitted curve at half-maximal effect. These rows are one share of the data, so the mix of outcomes need not match the whole.

SMILES	ALOX12 inh
CCOC(=O)C1(Cc2cccc(OC)c2)CCCNC1 (stereo not drawn)	56%[activator]
CNc1nc2c(c(C(=O)N3CCCC3)n1)CN(C(=O)Cn1nc(C)cc1C)CC2	45%[activator]
Cc1cc(-c2[nH]c3ccccc3c2C=O)c(C)s1	-38%
COc1ccc(CN2CCn3c(nn(-c4cccc(Cl)c4)c3=O)C2)cc1	?
C(#CCN1CCOCC1)CC(c1ccccc1)c1ccccc1	?
Cc1ccc(/C=C2\CCc3ccccc3C2=O)o1	?
O=C(NC[C@H]1O[C@@H](CO)[C@@H](O)[C@H]1N1CCOCC1)c1ccco1	?
O=C(Nc1nnc(C2CC2)s1)c1nn(Cc2ccccc2)c(=O)c2ccccc12	?
NCc1ccc(CS(N)(=O)=O)cc1	?
O=C1CCC2(CCCO2)CCN1Cc1ccccc1F (stereo not drawn)	32%[activator]
Cn1cnc2cc(-c3cccc4[nH]ccc34)cc(C(=O)NCc3cccnc3)c21	-32%[176 µM]
Cn1c([C@H]2CCN(C(=O)COCC(=O)O)C2)nc2ccccc21	?
O=C(N[C@@H]1C[C@H]2CC[C@@H]1C2)c1cccc(Cl)c1	-17%
Cc1noc(-c2ccn3c(CNC(=O)CCC4CCCC4)nnc3c2)n1	6%
NC(=O)c1cccnc1N1CCC(n2cc(-c3ccccc3Cl)nn2)CC1	9%
Cc1cccc(NC(=O)N2CC(c3nnc(-c4ccncc4)o3)C3(CCOCC3)C2)c1C (stereo not drawn)	-6%

Filtered by structure: the entries above with a halogen.
SMILES	ALOX12 inh
COc1ccc(CN2CCn3c(nn(-c4cccc(Cl)c4)c3=O)C2)cc1	?
O=C1CCC2(CCCO2)CCN1Cc1ccccc1F (stereo not drawn)	32%[activator]
O=C(N[C@@H]1C[C@H]2CC[C@@H]1C2)c1cccc(Cl)c1	-17%
NC(=O)c1cccnc1N1CCC(n2cc(-c3ccccc3Cl)nn2)CC1	9%

Additional entries:
SMILES	ALOX12 inh
CCOc1ccc(Oc2ccc(NC(=O)Cn3ncc4ccccc4c3=O)cc2)cc1	?
CCCCNC(=O)CC(c1cccc([N+](=O)[O-])c1)c1c[nH]c2ccccc12 (stereo not drawn)	-6%
O=C(CCC1CCCC1)N1CCN(C(=O)N2CC3CC(C2)[C@H]2CCCC(=O)N2C3)CC1 (stereo partly drawn)	43%[activator]
CC(O)CNS(=O)(=O)c1ccc(Cl)c(Cl)c1 (stereo not drawn)	-19%
COc1ccc(OCC(=O)Nc2cccc(-c3nc4cc(C)c(C)cc4o3)c2)cc1	-11%
CCCCc1cc(=O)oc2cc(OCC(=O)NCc3ccc(S(N)(=O)=O)cc3)ccc12	?
Cc1ccc(NC(=O)c2ccc3ccccc3n2)c(Cl)c1	-29%
CCN1c2cc(C(=O)Nc3ccc(F)cc3)ccc2C(=O)N2CCCC21 (stereo not drawn)	21%
O=C(Nc1cc(S(=O)(=O)N2CCCCC2)ccc1N1CCCCC1)c1cc(=O)c2ccccc2o1	2%
COc1ccc(OCC2CCCN(C(=O)c3cn(C4CCCCC4)nn3)C2)cc1 (stereo not drawn)	42%
CN1CCN(C(=O)Cn2ccc3ccc(Br)cc32)CC1	2%
Cc1cccc(NC(=O)c2ccc3c(c2)N(C)C2CCCCCN2C3=O)c1 (stereo not drawn)	28%
CN(Cc1ccccc1F)Cc1ccccc1F	30%[activator][176 µM]
Cc1nn(-c2ccc3nnc(C)n3n2)c2c1C(c1ccccc1Cl)CC(=O)N2 (stereo not drawn)	?
CCCc1cc(=O)oc2c(C)c(OCC(=O)NCCCN(C)C)ccc12	17%
Cc1ccccc1-n1nc(C)c(CCC(=O)N2CCSCC2)c1Oc1ccccc1F	-13%
CCC(CC)C(=O)Nc1sccc1C#N	-9%
Cc1noc(-c2cn(C3CCN(C(=O)c4sccc4C)C3)nn2)n1 (stereo not drawn)	15%
CC(C)(C)c1ccc(NC(=O)O[C@@H]2CO[C@H]3[C@@H]2OC[C@@H]3Nc2nccc(-c3ccc4c(c3)OCO4)n2)cc1	1%
O=c1c2c([nH]n1-c1nc3ccccc3[nH]1)CCCC2	24%
O=C(CN1CCN(C(=O)CCc2ncc(-c3ccc(F)cc3)o2)CC1)Nc1ccccc1Cl	6%
Cc1c(-c2ccccc2)[nH]c2c(CNC(=O)CN3C(=O)CNC3=O)cc(Cl)cc12	0%
O=C(O)c1cccc2[nH]ncc12	-48%
COc1cc(/C=N/NC(=O)CNc2cccc(C(F)(F)F)c2)ccc1OC(=O)c1ccc(F)cc1	7%
CC(=O)N1CCCCCC1c1nc(-c2cccnc2)no1 (stereo not drawn)	16%
CCCNC(=O)COc1ccccc1NC(C)=O	?
Cc1c(C)n(Cc2ccccc2)c2ncnc(NCc3ccco3)c12	?
CCN(Cc1ccncc1)C(=O)c1coc(COc2cccc(C(F)(F)F)c2)n1	66%[activator]
C#CCNC(=O)C1CCc2nnc(-c3ccc(Cl)cc3Cl)n21 (stereo not drawn)	0%[6.33 µM]
Cc1cccc(Cl)c1NC(=O)CN1C(=O)NC(c2ccc(Cl)cc2)C2=C1COC2=O (stereo not drawn)	?
c1ccc(CN2CC(N3CCc4ccccc43)C2)cc1	0%[12.5 µM]
O=C(c1ccc(Cl)cc1)N1C[C@@H](CO)[C@H](c2nc(C3CC3)no2)C1	0%
COc1ccc2oc(C(=O)OC(C)C#N)c(C)c2c1 (stereo not drawn)	?
Cc1ccc(N2CC(c3nc(-c4ccc(N(C)C)cc4)no3)CC2=O)cc1C (stereo not drawn)	28%
COc1cccc(NC(=O)N2C[C@@H](F)C[C@H]2C(=O)N2CCCCC2)c1	-7%
CNC(=O)c1nn(CN2CCN(Cc3cc(C)ccc3OC)CC2)c(=O)c2ccccc12	54%[activator]
COc1ccc(-c2nc(C(C)C)nc3c2CCN(C(=O)c2ccccc2)CC3)cc1	51%[activator]
CCCCNC(=O)Cc1n[nH]c(=O)c2ccccc12	?
NC(=O)c1ncn2c(=O)n(CCCl)nnc12	18%
O=C(c1ccc(Cl)cc1)N1CCC2(CC1)CC(=O)N(c1ccccc1)c1ccccc1O2	-2%[6.33 µM]
CN(Cc1ccc(C(N)=O)cc1)Cc1ccsc1	4%
CCCCS(=O)(=O)CCSCCO	4%
COc1ccc(-n2cc(C(=O)Nc3ccc(F)c(F)c3)nn2)cc1	3%
CCOc1ccc(NC(=O)C2=Cc3sc4c(c3CS2)CCCC4)cc1	0%
COCCOc1ccc2c(n1)CCN(C(=O)c1ccco1)C2	14%
CCOC(=O)c1nc(NCc2cc(OC)ccc2OC)c2ccccc2n1	?
CCc1ccc(NC(=O)c2cc(=O)c3ccc(C)cc3o2)cc1	-6%
CCCC(=O)NC(C)C(=O)N1CCN(c2ccccn2)CC1 (stereo not drawn)	11%
O=C(O)CNS(=O)(=O)c1ccc(Cl)cc1	?
Cc1nc(C)c(C(=O)NCC23CCC=C2N(CC2CC2)C(=O)CC3)s1 (stereo not drawn)	1%
COc1cc(SC)ccc1C(=O)Oc1ccccc1C	?
COC(=O)Cc1nnn2c1[C@H](C)[C@@H](OC)c1cccc(Cl)c1-2	-1%
CCc1[nH]c(C(=O)OCC(=O)NC2CCCCC2)c(C)c1C(=O)OC	15%
CCOC(=O)C1CCC(CNC(=O)N2CCCC2c2ccc(Cl)cc2)CC1 (stereo not drawn)	9%
CCOCCOC1CCN(C(=O)c2ccco2)CC1	26%
Cc1cc(Cn2cc3c4c(cccc42)[C@H](CC(C)C)N[C@H](C(=O)NC(C)C)C3)no1	0%[176 µM]

The results go on.
SMILES	ALOX12 inh
Cc1nnc(NC(=O)c2cc(-c3ccccc3)nc3ccccc23)s1	1%
CCOc1cc2ccccc2cc1C(=O)Nc1nnc(C2CC2)s1	12%
COc1cc(Nc2ncnc3scc(-c4ccc(Cl)cc4)c23)cc(OC)c1	-37%
Cc1cc(C(=O)NC[C@@H]2OC[C@@]3(C)[C@H]4CC[C@@H](O)[C@@H](CC(=O)N5CCCC5)[C@]4(C)CC[C@H]3O2)no1	8%
CCCNC(=O)C(C)NC(=O)c1cc(F)cc2nc(C)c(C)nc12 (stereo not drawn)	2%
CC(C)(C)C(Cn1ccnc1)NC(=O)c1cc(COc2ccc3c(c2)CCCC3)on1 (stereo not drawn)	102%[activator]
Cc1cnc(CNc2cc(-c3ccoc3)ncn2)cn1	?
COCCN(Cc1cc2cc(C)ccc2[nH]c1=O)C(=O)c1cccnc1	4%
Cc1cc2oc(=O)cc(CN3CCN(C)CC3)c2cc1C	1%
COc1cc(OC)c(OC)cc1CN1CCCC(c2[nH]ncc2-c2cccc(C(F)(F)F)c2)C1 (stereo not drawn)	12%
Cc1ccc(OCCCOc2ccc(Cl)cc2/C=N/NC(=O)c2ccccc2)c(C)c1	-1%
Cc1ccc(C)c2c(=O)cc(CNC(CCn3cncn3)c3ccccc3)[nH]c12 (stereo not drawn)	23%
CCCNc1c(NC(=O)Nc2ccc(F)cc2)c(=O)oc2ccccc12	?
CCc1nc2c(c(-c3ccc(OC)cc3)n1)CCN(C(=O)c1ccc(C)cc1)CC2	8%[6.33 µM]
O=C(Cc1ccccc1Cl)NCc1nnc2ccc(-c3ccccc3)nn12	7%
COC(=O)C1=C(C)N=C2SC=C(CC(=O)N3CCC(C)CC3)N2C1c1cccc(OC)c1 (stereo not drawn)	65%[activator]
O=C1c2cc(N3CCOCC3)nc(-c3cnc4[nH]ccc4c3)c2CN1CC1CC1	6%[176 µM]
CN1C(=O)CC(C(=O)O)C12CCN(Cc1ccc3c(c1)OCCO3)CC2 (stereo not drawn)	-7%
CC(C)CC(=O)N1C(C(=O)NCC2CCCO2)COC12CCCC(C)C2 (stereo not drawn)	58%[activator]
Cc1ccccc1-c1cnc2[nH]cc(CC(=O)Nc3cccnc3)c2c1	-16%[176 µM]
CCn1c(SCc2ccc(F)cc2Cl)nnc1-c1cnccn1	?
CCc1cccc(CC)c1NC(=O)c1ccccc1SC	-16%
Cc1ccc(-c2cc3c(=O)n(CCNC(=O)c4cnccn4)ccn3n2)cc1C	25%
O=C(Cc1cccs1)N1CCOc2ccc(CN3CCCCC3)cc2C1	87%[activator]

Taken from above:
In ALOX12 inh, `CCc1cccc(CC)c1NC(=O)c1ccccc1SC` has the entry -16%
In ALOX12 inh, `O=C1c2cc(N3CCOCC3)nc(-c3cnc4[nH]ccc4c3)c2CN1CC1CC1` has the entry 6%[176 µM]
In ALOX12 inh, `O=C(Cc1cccs1)N1CCOc2ccc(CN3CCCCC3)cc2C1` has the entry 87%[activator]
In ALOX12 inh, `CC(C)CC(=O)N1C(C(=O)NCC2CCCO2)COC12CCCC(C)C2` (stereo not drawn) has the entry 58%[activator]
In ALOX12 inh, `CN1C(=O)CC(C(=O)O)C12CCN(Cc1ccc3c(c1)OCCO3)CC2` (stereo not drawn) has the entry -7%
In ALOX12 inh, `Cc1ccccc1-c1cnc2[nH]cc(CC(=O)Nc3cccnc3)c2c1` has the entry -16%[176 µM]

More entries.
SMILES	ALOX12 inh
CCOc1ccc(-c2nc(Cn3nnc(C(=O)NCc4ccc(Cl)cc4)c3N)c(C)o2)cc1OC	-2%
Cn1c(-c2ccccc2)c(C(=O)C(N)=O)c2ccccc21	28%
CN(C)C(=O)CO[C@@H]1COCC[C@H]1NC(=O)c1cccc(-n2cccn2)c1	24%
O=C(c1ccc(Cl)cc1Cl)N(CCS(=O)(=O)N1CCCC1)Cc1ccncc1	?
Cc1ccc(-c2nocc2CCC(=O)N2CCC(Cc3ccccc3)CC2)cc1	-9%
O=C(Nc1cccc2ccccc12)O[C@@H]1CO[C@H]2[C@@H]1OC[C@@H]2n1nnnc1-c1ccc(-c2ccccc2)cc1	22%
CCOC(=O)C1CCCN(C(=O)Cc2ccc(N(Cc3cccc(C)c3)C(=O)c3ccco3)cc2)C1 (stereo not drawn)	-9%
O=C(O)c1ccccc1C(=O)OCCCC(F)(F)C(F)(F)F	-49%

Two entries from above in a different format:
Cc1ccc(-c2cc3c(=O)n(CCNC(=O)c4cnccn4)ccn3n2)cc1C
  ALOX12 inh = 25%

O=C(Cc1cccs1)N1CCOc2ccc(CN3CCCCC3)cc2C1
  ALOX12 inh = 87%[activator]

Carrying on:
SMILES	ALOX12 inh
COc1ccc(C(=O)N[C@H]2C[C@H]3C(=O)NC[C@@H](CCC(=O)N4CCN(C)CC4)N3C2)cc1	-45%
COc1ccc2cc1Nc1ccc(cc1)C[C@H](NCC1CC1)C(=O)N(C)[C@@H](C(=O)NCc1ccccc1)C2	?
Cc1cc(C(=O)N2CCCC(O)(CN3CCCC3)C2)ccc1Cl (stereo not drawn)	88%[activator]
O=C(CCc1ncc(-c2ccc(F)cc2)o1)Nc1ccccc1	-5%
COc1ccc(/C=C(/CC(=O)O)c2nc3ccccc3s2)cc1	2.2µM*
O=C(Cc1cccs1)N1CCCN(CCc2ccccc2)c2ccccc21	0%
CC(C)c1ccccc1NC(=O)c1cc(Cl)ccc1F	-27%
CC1(c2ccccc2)N(Cc2ccccc2C#N)C(=O)OC12CCN(C(=O)C1CCOCC1)CC2 (stereo not drawn)	52%[activator]
CCc1cccc(C)c1NC(=O)Cn1ccn(-c2ccc(OC)cc2)c(=O)c1=O	25%
Fc1cccc(CNc2ccc3nnc(-c4ccccn4)n3n2)c1	10%[176 µM]
COc1cccc(CC(=O)NCc2cc(N3CCOCC3)ncn2)c1	66%[activator]
COCC1CN(C(C)=O)CC12CCN(C(=O)C1CNC1)CC2 (stereo not drawn)	25µM*
CCCOc1ccc(NC(=O)COc2ccc(C(C)(C)C)cc2)c2cccnc12	10%
COCC(=O)N1CCC(Oc2ccccc2C(=O)NCCc2ncccc2C)CC1	24%

Bioassay records (PubChem)
